# HEK293 NOD2/NF-kB: NOD2 signaling inhibitors, cell-based, luminescence, uHTS, HEK293 (AID 1566). HEK293 NOD2/NF-kB luciferase reporter, luminescence; higher % means a stronger effect. inhibition, % at 4 µM, or EC50 in µM where a hit was titrated. hit rate 0.63% among 290,000; also: many of its hits are not listed in these tables
# GPR55 beta-arrestin: GPR55 agonists via beta-arrestin recruitment, primary screen, imaging, U2OS cells, beta-arrestin-GFP redistribution (AID 1961) | hit rate 0.048% among 290,000 | U2OS GPR55 beta-arrestin-GFP redistribution imaging; higher % means a stronger effect | activation, % at 10 µM; hits with a dose series show EC50 in µM;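 active = activation above 40% with more than 50 cells counted in the well; inconclusive = wells holding fewer than 50 cells, flagged as toxic or sparse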;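 also: U2OS osteosarcoma cells stably expressing GPR55 and beta-arrestin-GFP; plate controls were DMSO negative control for no effect and LPI positive control for full effect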
# TNAP activation fold: stimulation of alkaline phosphatase TNAP activity – biochemical, luminescent, no phosphate acceptor, uHTS, primary screen (AID 1001) | purified TNAP, luminescent activation assay, no phosphate acceptor; higher activation fold means a stronger effect | activation fold at 20 µM; hits with a dose series show EC50 in µM | hit rate 0.03% among 200,000; in the data active = activation fold from about 3, or a potency from the dose series; inactive = the rest, 99 in 100 with activation fold below about 1.6; also: many of its hits are not listed in these tables
# KOR beta-arrestin-1: kappa opioid receptor activators – cell-based, luminescence, uHTS, primary screen (AID 1777); KOR beta-arrestin recruitment, luminescence; higher % means a stronger effect; activation, % at 10 µM; hits with a dose series show EC50 in µM; hit rate 0.02% among 280,000; in the data active = activation above about 50%, passing the limit was not always enough; also: a part of the inactive calls stands beside numbers as strong as those of hits
# Yfh1-depleted yeast: enhancers of respiration in Yfh1-depleted yeast, dose response, Friedreich's ataxia, plus single-dose screen (AID 1465); S. cerevisiae Yfh1-off respiration, WST-1 reduction, 72 h; higher fold induction means a stronger effect; one-dose fold induction at 50 µM; EC50 in µM for titrated hits; hit rate 0.074% among 220,000;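 active = fold induction of absorbance versus untreated yeast above a set limit, then at least 30% activation at any dose in follow-up; inconclusive = repeats straddling the limit, or above it without dose testing; inactive = fold induction below the set limit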;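 also: activators that raise dye reduction in frataxin-depleted yeast; strong numbers were not always called active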
# NOD1 NF-kB reporter: inhibition of NOD1-driven NF-kB reporter – cell-based, luminescence, uHTS, primary screen (AID 1578); NOD1-driven NF-kB luciferase reporter cells, luminescence; higher % means a stronger effect; one-dose inhibition, % at 4 µM; EC50 in µM for titrated hits; hit rate 1% among 290,000; in the data active = inhibition mostly above about 36%, no sharp cut-off; inactive = mostly below about 34%;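 also: HEK-293T reporter cells stimulated with the NOD1 agonist gamma-tri-DAP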
# NTR1 ag: NTR1-driven beta-arrestin-GFP spot formation – imaging, U2OS cells, high content, primary screen (AID 493036) | P30989 | agonist mode | activation, % at 20 µM | hit rate 0.17% among 330,000;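 active = activation at or above 40% of the spot to cytoplasm intensity ratio, with at least 20 cells analyzed; inconclusive = wells under 20 cells, flagged as cytotoxic or low count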;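 also: 0% = DMSO without peptide and 100% = 100 nM NTR1 peptide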
# Target sequence (P30989 whole entry, looked up): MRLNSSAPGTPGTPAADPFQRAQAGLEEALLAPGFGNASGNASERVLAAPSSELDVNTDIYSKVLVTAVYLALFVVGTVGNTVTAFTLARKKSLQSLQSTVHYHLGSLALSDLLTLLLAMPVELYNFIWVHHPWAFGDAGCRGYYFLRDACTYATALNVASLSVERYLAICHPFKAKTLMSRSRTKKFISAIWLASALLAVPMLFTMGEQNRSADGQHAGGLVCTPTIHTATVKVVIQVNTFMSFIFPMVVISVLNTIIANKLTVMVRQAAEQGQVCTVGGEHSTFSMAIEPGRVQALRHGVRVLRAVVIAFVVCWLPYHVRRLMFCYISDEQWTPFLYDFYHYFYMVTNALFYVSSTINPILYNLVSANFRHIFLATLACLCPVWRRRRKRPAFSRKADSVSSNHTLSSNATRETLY
# KOR beta-arrestin-2: KOR antagonists, beta-arrestin recruitment, cell-based, luminescence, uHTS (AID 1778) | KOR beta-arrestin recruitment, luminescence, antagonist mode; higher % means a stronger effect | one-dose inhibition, % at 10 µM; IC50 in µM for titrated hits | hit rate 0.091% among 290,000; also: strong numbers were not always called active
# ER stress rescue: rescue of cells from ER stress-induced death, primary screen, 384-well, CSM14.1, thapsigargin, ATP luminescence (AID 1222); CSM14.1 thapsigargin-induced death rescue, ATP luminescence; higher % means a stronger effect; one-dose cellular ATP content (survival), % at 20 µM; EC50 in µM for titrated hits; 190,000 tested, under 10 active;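 active = EC50 below 50 µM in the dose-response confirmation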;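 also: death triggered by thapsigargin at about 15 µM added after 2 h compound pretreatment; cell ATP read after overnight thapsigargin exposure of roughly 18 to 22 hours; normalized against plate controls of thapsigargin alone and 5% DMSO vehicle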
# NTR1 ag cell count 20 µM: further read-out of NTR1 ag, marked with its call; cell count; measured here: cell count, cytotoxicity flag
# Starred values were filed as active, the others as inactive; i = inactive; u = inconclusive; x = not tested or not shown; [ ] = remark or other dose. Rule as the data show it, unless noted: active = inhibition above about 50%; inactive = the rest. These rows are one share of the data; rates above refer to the full screens.
SMILES,HEK293 NOD2/NF-kB,GPR55 beta-arrestin,TNAP activation fold,KOR beta-arrestin-1,Yfh1-depleted yeast,NOD1 NF-kB reporter,NTR1 ag,NTR1 ag cell count 20 µM,KOR beta-arrestin-2,ER stress rescue
Cc1cc(C(F)(F)F)n(-c2nc(C(=O)NN)cs2)n1,-3%,-0.3%,1.2,-8.8%,i,-15%,-0.1,49,0%,-0.7%
COc1ccc(N(C(=O)c2ccncc2)S(=O)(=O)c2ccc(Cl)cc2)cc1,1%,-0.3%,x,-0.5%,x,35%,2.9,58,-12%[20 µM],x
O=C(O)CS(=O)(=O)CC(=O)NCc1cccc(C(F)(F)F)c1,4%,-0.1%,1.1,-3.0%,i,-27%,-1.7,69,21%[20 µM],0.3%
COc1ccc(CCC(=O)O)c(O)c1,15%,1.3%,x,1.0%,i,3%,0.6,93,16%,x
O=C(c1cn(CC2CCCCC2)nn1)N1CCN(c2ccc(F)cc2)CC1,27%,-0.2%,x,0.5%,x,-57%,1.5,54,-25%,x
O=C(Nc1cccc2ccccc12)c1cc2c(cc1Br)OCO2,19%,0.4%,x,-23%,i,-4%,-0.8,83,24%,x
O=C(O)CSCCOc1ccc(OCCSCC(=O)O)cc1,8%,0.1%,1,-1.2%,i,-35%,-1.3,43,15%,0.4%
COc1ccc(NC(=O)CCN2C(=O)c3ccccc3S2(=O)=O)cc1,-9%,-0.4%,1.1,-3.4%,i,-28%,0.0,58,13%,-1.4%
O=c1c2sccc2nc(SCc2cc(=O)n3ccccc3n2)n1-c1ccc(Br)cc1,19%,1.9%,1.1,3.8%,i,14%,6.0,65,3%,0.0%
CC(NC(=O)CSc1nc2ccccc2c(=O)[nH]1)c1ccccc1 (configuration not stated),18%,-0.2%,1,1.6%,x,-18%,-2.4,38,16%,-0.5%
O=C(NC(=O)c1ccccc1)NC(=O)c1ccccc1,-17%,-0.1%,1.1,-5.1%,i,-3%,0.3,49,-29%,-0.4%
COc1cc(/C=C/C(=O)N2c3ccccc3Sc3ccc(C(F)(F)F)cc32)cc(OC)c1OC,1%,0.6%,1,9.1%,i,-26%,4.6,51,-41%,2.9%
COc1ccc(CC(=O)OC(C)C(=O)c2ccc(C)cc2)cc1 (configuration not stated),15%,0.3%,x,4.1%,x,23%,-1.4,49,-3%,x
CCCCCc1ccc(CC(=O)N2CCOCC2)cc1,-4%,0.3%,x,0.5%,x,-21%,1.8,54,-10%,x
NS(=O)(=O)c1ccc(CCNc2ccnc3cc(Cl)ccc23)cc1,27%,-0.1%,x,-2.0%,x,-10%,1.5,45,-6%,x
Cn1nc(C(=O)OCCN2C(=O)c3ccccc3C2=O)c2ccccc2c1=O,0%,0.2%,1,1.8%,i,6%,1.0,76,-36%,4.6%
Cc1ccc(C(=O)c2cc3ccccc3o2)cc1,-92%,0.2%,1.1,6.8%,i,-36%,-0.1,59,-29%,1.3%
CCN1CCCC1CNC(=O)Cn1nc(C)n2nc(-c3ccccc3)cc2c1=O (configuration not stated),-20%,-0.1%,x,-2.2%,x,-25%,-0.7,64,-20%,x
Cc1cccc(C(=O)N2CCCC(N3CCN(c4ccccc4)CC3)C2)n1 (configuration not stated),5%,0.3%,x,1.1%,x,7%,-0.1,53,-22%,x
COc1ccc(/C=C2/SC(=S)N(CCC(=O)N3CCN(C)CC3)C2=O)cc1,-1%,-0.4%,x,-1.5%,x,-30%,4.2,41,-6%,x
O=C(Nc1cc(Cl)ccc1O)C1CCCO1 (configuration not stated),-9%,-0.2%,1.1,-0.4%,i,-35%,1.4,46,18%,-1.0%
CCOc1ccccc1N(C)C(=O)CCS(=O)(=O)c1ccc2c(c1)NC(=O)CO2,3%,0.2%,x,-4.4%,x,-24%,1.4,53,-6%,x
CC(CN1CCOCC1)OC(=O)c1cccc(Br)c1 (configuration not stated),13%,-0.1%,1.2,-7.3%,i,-18%,-0.6,62,15%,2.4%
COc1ccccc1N1CCN(CC(O)COc2ccc3c(c2)OCO3)CC1 (configuration not stated),-14%,-0.8%,1.1,6.7%,i,-19%,2.3,89,-28%,-1.5%
COc1ccc(O)c(/C=N/NC(=O)c2cc(=O)[nH]c3ccccc23)c1,15%,0.7%,x,x,i,3%,-0.1,59,38%,x
COc1ccc(C)cc1Nc1nc(N)c2ccccc2n1,-1%,0.7%,x,0.0%,x,-21%,1.7,67,-19%,x
COc1ccccc1C(c1nnnn1C(C)C)N1CCN(C(=O)c2ccco2)CC1 (configuration not stated),-20%,-0.2%,x,1.7%,x,-32%,-3.6,57,-12%,x
CC(C)C(=O)Nc1ccc(C(=O)Nc2ccc(S(=O)(=O)N3CCOCC3)cc2)cc1,9%,-0.2%,x,4.3%,x,-29%,-0.4,66,0%,x
Cc1cc(OCC(=O)NCC2CCC(C(=O)O)CC2)c2c(C)c(C)c(=O)oc2c1 (configuration not stated),-16%,-0.1%,x,0.8%,x,16%,-0.9,96,-24%[20 µM],x
CN1CCN(NC(=O)c2ccc(Cl)cc2Cl)CC1,10%,-0.3%,1,7.0%,i,19%,-1.7,69,-67%,0.2%
O=S1(=O)CC/C(=N\Nc2ccc(F)cc2)c2ccsc21,-8%,-0.5%,1.1,1.2%,i,-53%,-0.7,37,-51%,x
COCCCN1Cc2cccc(C(=O)O)c2C1=O,9%,-0.1%,1.2,1.3%,i,-2%,-0.5,106,-26%,-0.8%
COC(=O)c1cn(C(=O)c2cc(C)cc(C)c2)c2ccccc12,4%,0.5%,1.1,-2.1%,i,-6%,2.6,46,-30%[20 µM],-0.2%
CCn1ccc2cc(OC)ccc2c1=S,-8%,-0.1%,1,0.1%,i,-3%,-1.3,94,-27%,-0.4%
O=C(CSc1nnc(CNC(=O)c2cccs2)o1)NCCc1ccccc1,20%,-0.3%,1,3.9%,i,-9%,1.2,52,-10%,0.4%
OCC1OC(Oc2cccc3ccccc23)C(O)C(O)C1O (configuration not stated),13%,0.0%,x,-7.7%,x,-1%,-0.6,76,0%,x
COc1ccc(NC(=S)NC2CCN(Cc3ccccc3)CC2)cc1OC,13%,0.2%,1.1,-1.9%,i,-17%,-0.8,33,9%,-1.4%
COC(=O)Cc1[nH]nc2c1C(C1C=CCCC1)C(C#N)=C(N)O2 (configuration not stated),-4%,0.3%,0.7,2.2%,i,x,1.0,38,11%,x
NS(=O)(=O)c1ccc(N/N=C2/CCCc3ccccc32)c([N+](=O)[O-])c1,-4%,0.2%,0.9,-6.1%,i,-2%,4.5,66,-25%,0.7%
O=C(COC(=O)c1ccccc1Oc1ccccc1)NC1CCS(=O)(=O)C1 (configuration not stated),11%,0.4%,1,-1.1%,i,-20%,0.5,45,-4%,-0.6%

# 10 structures out of the list, sorted by heavy-atom count, largest number first.
SMILES,HEK293 NOD2/NF-kB,GPR55 beta-arrestin,TNAP activation fold,KOR beta-arrestin-1,Yfh1-depleted yeast,NOD1 NF-kB reporter,NTR1 ag,NTR1 ag cell count 20 µM,KOR beta-arrestin-2,ER stress rescue
Cc1cc(OCC(=O)NCC2CCC(C(=O)O)CC2)c2c(C)c(C)c(=O)oc2c1 (configuration not stated),-16%,-0.1%,x,0.8%,x,16%,-0.9,96,-24%[20 µM],x
O=C(CSc1nnc(CNC(=O)c2cccs2)o1)NCCc1ccccc1,20%,-0.3%,1,3.9%,i,-9%,1.2,52,-10%,0.4%
NS(=O)(=O)c1ccc(N/N=C2/CCCc3ccccc32)c([N+](=O)[O-])c1,-4%,0.2%,0.9,-6.1%,i,-2%,4.5,66,-25%,0.7%
OCC1OC(Oc2cccc3ccccc23)C(O)C(O)C1O (configuration not stated),13%,0.0%,x,-7.7%,x,-1%,-0.6,76,0%,x
COc1ccc(C)cc1Nc1nc(N)c2ccccc2n1,-1%,0.7%,x,0.0%,x,-21%,1.7,67,-19%,x
O=S1(=O)CC/C(=N\Nc2ccc(F)cc2)c2ccsc21,-8%,-0.5%,1.1,1.2%,i,-53%,-0.7,37,-51%,x
CC(CN1CCOCC1)OC(=O)c1cccc(Br)c1 (configuration not stated),13%,-0.1%,1.2,-7.3%,i,-18%,-0.6,62,15%,2.4%
CN1CCN(NC(=O)c2ccc(Cl)cc2Cl)CC1,10%,-0.3%,1,7.0%,i,19%,-1.7,69,-67%,0.2%
O=C(Nc1cc(Cl)ccc1O)C1CCCO1 (configuration not stated),-9%,-0.2%,1.1,-0.4%,i,-35%,1.4,46,18%,-1.0%
CCn1ccc2cc(OC)ccc2c1=S,-8%,-0.1%,1,0.1%,i,-3%,-1.3,94,-27%,-0.4%

# The results go on:
SMILES,HEK293 NOD2/NF-kB,GPR55 beta-arrestin,TNAP activation fold,KOR beta-arrestin-1,Yfh1-depleted yeast,NOD1 NF-kB reporter,NTR1 ag,NTR1 ag cell count 20 µM,KOR beta-arrestin-2,ER stress rescue
Cc1cccc(NC(=O)Cc2noc3ccccc23)c1,-66%,0.4%,1.1,-0.4%,i,-19%,1.2,79,-49%,-7.6%
O=C(CSc1nnc(-c2ccccn2)o1)Nc1ccc(F)cc1,-10%,-0.2%,x,-0.7%,x,-30%,-0.1,46,4%,x
COc1ccc(NC(=O)C2CCN(S(=O)(=O)c3c(C)noc3/C=C/N(C)C)CC2)cc1,8%,-0.2%,x,-3.1%,x,-26%,0.8,61,46%,x
CCCCOc1ccc(NC(=O)C2CC=CCC2C(=O)O)cc1 (configuration not stated),6%,0.0%,1.1,-6.6%,i,-11%,2.5,39,20%,-1.0%
COc1ccc(N(CC(=O)Nc2ccc3c(c2)OCO3)S(C)(=O)=O)c(OC)c1,-4%,0.2%,1.1,7.7%,i,6%,0.1,73,42%,-1.4%
CC(C(=O)NC1CCCCC1)N1C(=O)C2C3C=CC(C3)C2C1=O (configuration not stated),-8%,0.3%,x,3.0%,x,-24%,-0.3,65,-9%,x
O=C1N=c2ccccc2=C1c1sc(Nc2ccc(O)cc2)nc1O,-27%,0.2%,0.2,-4.3%,u,-43%,x,x,-21%,-1.6%
Cn1cccc1/C=N/N1CCN(Cc2cccc3ccccc23)CC1,8%,-0.3%,x,3.0%,i,-8%,0.4,62,21%,x
